GLP1R ag: agonists of human GLP-1 receptor. 0.007% of 380,000 active. Potency, µM (doses to about 45.6 µM), inactives show top-dose activation, most hits filed as activators. HEK293 GLP-1R CRE-luciferase, luminescence, 4-6 h; cells express a hypersensitive GLP-1R form. AID 624172. P43220; note: % of control where 0% means no effect
Target sequence (P43220 whole entry, looked up): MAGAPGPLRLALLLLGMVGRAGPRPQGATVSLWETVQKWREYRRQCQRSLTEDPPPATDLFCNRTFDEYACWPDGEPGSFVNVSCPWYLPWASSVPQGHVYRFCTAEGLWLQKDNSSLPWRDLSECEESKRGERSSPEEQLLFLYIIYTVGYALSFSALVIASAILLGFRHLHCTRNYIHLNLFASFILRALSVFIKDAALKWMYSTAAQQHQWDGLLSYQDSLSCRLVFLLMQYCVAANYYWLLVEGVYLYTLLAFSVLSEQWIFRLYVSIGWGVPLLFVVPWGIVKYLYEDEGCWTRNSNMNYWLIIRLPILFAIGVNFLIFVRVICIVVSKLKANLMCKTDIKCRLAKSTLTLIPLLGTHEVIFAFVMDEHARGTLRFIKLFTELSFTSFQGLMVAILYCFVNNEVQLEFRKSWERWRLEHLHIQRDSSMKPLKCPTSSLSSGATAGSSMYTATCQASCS
HEK293 tox: cytotoxicity counter-screen for GLP-1 receptor inverse agonists; HEK293 cAMP-luciferase reporter cells, luminescence, 24 h; Potency, µM (highest dose often 38.3 µM), for the others: at the top dose activity change, negative = inhibition, actives largely listed as inhibitors; 0.13% of 410,000 active;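 note: loss of luciferase light is scored as toxicity; % is set by controls: 0 for no effect and ±100 for the full control effect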
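Step one: seed cells (200 cells/uL, DMEM with 10% Nu serum, 1% pen-strep). Step two: 12-hour incubation at 37 deg C. Step three: pin 23 nL compound, incubate 24 hr. Step four: add luciferase reagent, read luminescence 12 min later.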
HT1080NT lethal: kills 2HG-producing HT-1080-NT fibrosarcoma cells | HT-1080-NT fibrosarcoma viability, CellTiter-Glo ATP luminescence, 48 h | Potency, µM (top dose mostly 46.1 µM), inactives show at the highest dose activity, negative = less viability, hits mostly cytotoxic | 1.6% of 360,000 active;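 note: NT is the 2HG producing partner of a matched IDH1 knockdown line; 0% = DMSO-treated cells and -100% = media-only wells without cells; nearly all actives have a fitted effect of over 55% in size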
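Luminescent CellTiter-Glo readout after 48 hours of compound exposure at 37 degrees C defined viability of HT-1080-NT cells. Activity was normalized to DMSO wells and cell-free media wells; concentration-response curves were fitted and assigned curve classes.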
KB-3-1 cytotox: kills parental KB-3-1 adenocarcinoma cells; KB-3-1 viability, CellTiter-Glo ATP luminescence, 72 h; Potency, µM (series often up to 46.1 µM), inactives show at the highest dose activity change, negative = cytotoxic, hits mostly cytotoxic; 1.4% of 400,000 active; note: % is set by controls: 0 for no effect and ±100 for the full control effect; nearly all actives have a fitted effect of over 60% in size
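72 h, 37 °C compound treatment of KB-3-1 parental cells; CellTiter-Glo added, 10 min, luminescence read. Data corrected against DMSO-only plates and normalized before curve fitting.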
HT1080 IDH1KD tx: kills HT-1080 cells with IDH1 knockdown; HT-1080 IDH1 knockdown viability, ATP luminescence, 48 h; Potency, µM (top dose mostly 46.1 µM), inactives show at the top dose activity, negative = toxicity, actives largely listed as cytotoxic; 2% of 360,000 active;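 note: 0% = DMSO wells and -100% = cell-free medium wells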
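Cytotoxicity counter-line: IDH1KD HT-1080, 48 h, CellTiter-Glo. Curves classed by r2, magnitude and activity.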
TDP43 rescue: TDP-43 toxicity inhibition in yeast; TDP-43 expressing yeast growth rescue, BacTiter-Glo, 24 h; 1.8% of 410,000 active; Potency, µM (top dose mostly 46.1 µM), inactives show at the top dose growth rescue (activation), usual class: activators; AID 652104; note: % of control where 0% means no effect; nearly all actives have a fitted effect of over 50% in size
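Yeast expressing TDP-43 (pregrown in raffinose, seeded at OD600=0.02 in galactose medium) exposed to compounds 24 hr at 30 deg C. Growth read by BacTiter-Glo luminescence; rescue of toxicity appears as increased signal.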
GLP1R inv ag: acts as inverse agonist at human GLP-1 receptor. P43220. AID 624417. HEK293 GLP-1R CRE-luciferase, luminescence, 24 h; GLP-1R form is constitutively active. Potency, µM (highest dose often 38.3 µM), for inactives: at the highest dose activity change, negative = inhibition, usual class: inhibitors. 1.6% of 410,000 active; note: % is set by controls: 0 for no effect and ±100 for the full control effect; nearly all actives have a fitted effect of over 55% in size
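Constitutively active GLP-1R drives a cAMP-responsive luciferase in stably transfected HEK293 cells; test compounds are added after overnight (12 h) attachment and left 24 hr, and signal loss in luminescence marks inhibition.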
KB-V1 cytotox: kills drug-selected multidrug resistant KB-V1 cells; KB-V1 MDR cells viability, CellTiter-Glo, 72 h; 3.4% of 400,000 active; Potency, µM (highest dose often 46.1 µM), for inactives: at the highest dose activity change, negative = cytotoxicity, most hits filed as cytotoxic; AID 1347076; note: % is set by controls: 0 for no effect and ±100 for the full control effect; nearly all actives have a fitted effect of over 60% in size
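Readout: CellTiter-Glo luminescence, 10 min after addition. Cells: KB-V1 MDR subline, 72 h at 37 degrees C with compound. Analysis: corrected, normalized data fitted to concentration-effect curves.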
SW480 rerep: induces DNA re-replication in SW480 colon adenocarcinoma cells. SW480 DNA re-replication, Hoechst DNA content imaging, 48 h. Potency, µM (doses to about 46.1 µM), for inactives: at the top dose re-replication activation, hits mostly activators. 1.8% of 340,000 active; note: % of control where 0% means no effect; nearly all actives have a fitted effect of over 55% in size
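Image-based DNA-content assay: after two days of treatment, nuclei were labelled with the DNA dye Hoechst and imaged, and hits were compounds raising the count of nuclei showing high fluorescence intensity.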
Starred values were filed as active, the others as inactive; ? = inconclusive; · = not tested or not shown; & = joins results of further samples; [ ] = another dose, or the depositor's remark. Calls come from the whole dose curve; as a rule, active = well fitted curve in the direction sought with a large enough effect; inconclusive = small, poorly fitted or top-dose-only effect, or another doubt; inactive = no such curve, though single readings can be large; an effect the other way counts as inactive or inconclusive. Potency is the fitted concentration of half-maximal effect.

smiles,GLP1R ag,HEK293 tox,HT1080NT lethal,KB-3-1 cytotox,HT1080 IDH1KD tx,TDP43 rescue,GLP1R inv ag,KB-V1 cytotox,SW480 rerep
FC(F)(F)c1cccc(CN2CCSCC2)c1,-4.4%,4.6%,2.7%,5.1%,10.4%,-16.7%,59.2%[activator],0.0%,15.2%
CCS(=O)CC(=O)Nc1c(-c2ccccc2)oc2ccccc2c1=O (stereo not drawn),1.0%,?,5.5%,15.4%,9.1%,-2.4%,-11.7%,1.2%,-7.7%
Cc1ccc(NC(=O)c2cc(S(=O)(=O)N3CCOCC3)ccc2Cl)cc1S(=O)(=O)N1CCOCC1,2.3%,-19.6%,-0.7%,11.2%,6.3%,16.0%,-5.7%,0.0%,-19.9%
[O-][N+]12CCCCC1CCCC2CO (stereo not drawn),-6.6%,3.0%,-7.4%,-1.7%,0.5%,3.9%,4.2%,3.4%,-5.8%
Cc1ccc(-c2nc(C)c(CCNC(=O)c3ccccc3Br)s2)cc1,32.6%,-13.7%,·,-18.6%,·,?,?,?,·
Clc1ccc(-c2noc(-c3cccnc3NCc3ccco3)n2)cc1,·,-16.2%,·,0.5%,·,12.0%,16.3%,0.0%,·
COc1ccc(NC(=O)Cn2c(=O)n(Cc3nc(-c4ccccc4)no3)c(=O)c3ccccc32)cc1Cl,·,0.7%,·,-16.9%,·,3.7%,10.3%,-51.5%,·
CCN1CCN(c2nc(-c3ccccc3Cl)nc3ccccc23)CC1,0.9%,-2.2%,-4.3%,-1.0%,0.0%,21.6%,1.9%,-27.8%,-12.7%
COc1ccc(-c2nc(C#N)c(NCc3ccccc3Cl)o2)cc1,-0.8%,-6.4%,-0.3%[9.24 µM],1.0%,-2.9%,-6.1%,0.7%,21.9%,-0.2%
Cc1ccc(Cn2nc(C)c(NC(=O)CCCn3nc(C)c([N+](=O)[O-])c3C)c2C)cc1,-5.2%,-15.8%,-4.7%,-17.4%,-0.9%,-14.0%,?,9.2µM*,-66.9%[inhibitor]
Oc1ccc(Cl)cc1/C=C/c1ccc2cccc(O)c2n1,26.1%,-0.6%,?,?,20.6µM*,-85.7%[inhibitor],?,-13.6%,20.6µM*
COc1cccc(N2CCN(CC(=O)Nc3ccnn3C3CCCC3)CC2)c1,-4.3%,-7.7%,-0.7%[9.24 µM],-5.6%,-6.4%,5.3%,-24.6%,-3.5%,-0.5%
COc1ccc(C(CNC(=O)c2ccc(C)c(S(=O)(=O)N3CCCCC3)c2)N2CCCC2)cc1 (stereo not drawn),13.0%,5.2%,1.2%,10.2%,1.7%,23.5%,?,-2.8%,-2.8%
Cn1c(CSc2nc3ccccc3s2)nnc1SCC(=O)NCc1ccccn1,-10.4%,-2.0%,0.4%,15.9%,-0.4%,-3.0%,5.9%,-1.5%,-17.9%
CN(Cc1cnn(-c2ccc(F)cc2)c1)C(=O)[C@H]1O[C@@H](n2ccc(N)nc2=O)[C@H](O)[C@@H]1O,7.0%,-0.2%,9.9%,0.1%,15.3%,29.2%,15.1%,15.9%,·
CCN1CCN(Cc2ccc(NC(=O)c3cc(NC(=O)C4=NN(c5ccccc5)C(=O)C4)cc(OC)c3)cc2C(F)(F)F)CC1,-3.6%&-3.3%,-12.1%&0.8%,-2.8%&-1.5%,10.5%&-6.9%,-1.8%&-3.1%,25.4%&-18.1%,3.7%&25.4%,13.6%&-0.5%,1.3%
Cc1onc(-c2ccccc2)c1C(=O)NCC1CCN(C(=O)c2c(-c3ccccc3)noc2C)CC1,-0.5%,28.1%,-3.7%,-1.5%,-1.7%,-11.2%,0.4%,-9.5%,-1.6%
CC1=C(C)C(=O)C(N2CCOCC2)=CC1=O,-4.6%,6.3%,-4.8%,-1.5%,-4.6%,11.7%,0.6%,-2.6%,-5.7%
CC(C)=CC(=O)OCC(=O)Nc1ccc(F)cc1Cl,1.4%,19.1%,-6.4%,-1.4%,-2.4%,-13.3%,-1.2%,20.6%,-11.3%
CC1=N/C(=C\c2ccc([N+](=O)[O-])cc2)C(=O)N1c1ccc(Cl)cc1,-6.8%,-5.3%,-20.5%,11.8%,0.0%,-1.2%,-16.4%,0.0%,-7.4%
COc1ccccc1C(=O)Nc1ccc(C(=O)N2CCCCC2)cc1,10.0%,-1.8%,0.0%,·,1.4%,14.7%,21.5%,·,4.3%
COC(=O)c1ccc(NC(=O)CS(=O)(=O)Cc2ccccc2)cc1,-1.0%,7.7%,14.7%,0.0%,19.4%,-8.9%,-19.3%,0.0%,28.9%
O=[N+]([O-])C(/C=C(\Cl)[N+](=O)[O-])=C(N1CCCCC1)N1CCCCC1,16.5%,-22.0%,-10.1%,0.7%,-4.9%,-18.3%,1.8%,-17.7%,?
O=C(CNC(=O)c1ccc(Br)o1)NCc1cccc(Cl)c1,-2.4%,1.0%,22.6%,13.1%,15.5%,2.2%,?,-0.6%,?
COc1cc2c(C(=O)N(C)c3cc(Cl)ccc3OC)cn(C)c(=O)c2cc1OC,12.1%,-0.1%,-0.7%,0.4%,-0.5%,-11.7%,10.6%,-17.5%,12.6%

Pulled by structure from the entries so far (2):
smiles,GLP1R ag,HEK293 tox,HT1080NT lethal,KB-3-1 cytotox,HT1080 IDH1KD tx,TDP43 rescue,GLP1R inv ag,KB-V1 cytotox,SW480 rerep
COc1cc2c(C(=O)N(C)c3cc(Cl)ccc3OC)cn(C)c(=O)c2cc1OC,12.1%,-0.1%,-0.7%,0.4%,-0.5%,-11.7%,10.6%,-17.5%,12.6%
CCN1CCN(Cc2ccc(NC(=O)c3cc(NC(=O)C4=NN(c5ccccc5)C(=O)C4)cc(OC)c3)cc2C(F)(F)F)CC1,-3.6%&-3.3%,-12.1%&0.8%,-2.8%&-1.5%,10.5%&-6.9%,-1.8%&-3.1%,25.4%&-18.1%,3.7%&25.4%,13.6%&-0.5%,1.3%

The listing continues.
smiles,GLP1R ag,HEK293 tox,HT1080NT lethal,KB-3-1 cytotox,HT1080 IDH1KD tx,TDP43 rescue,GLP1R inv ag,KB-V1 cytotox,SW480 rerep
CC(=O)c1c(C)[nH]c(C(=O)CSc2nnc(-c3ccccc3)o2)c1C,-4.1%,?,-5.1%,0.0%,-13.2%,5.7%,-4.8%,0.0%,-0.7%[9.22 µM]
Cc1cccc(/C=C/C(=O)c2cc(Br)ccc(=O)c2O)c1,4.8%,?,?,?,?,-49.3%[inhibitor],3.2%,?,?
CCOC(=O)C1CCN(S(=O)(=O)c2nc3nc(C)cc(C)n3n2)CC1,-8.7%,2.0%,4.0%,24.4%,6.8%,-7.8%,0.1%,13.8%,0.4%[9.22 µM]
O=C(Nc1ccc(Cl)cc1)c1nc[nH]c1C(=O)Nc1ccccc1F,11.8%,1.6%,2.4%,-0.7%,24.4%,?,0.0%,-17.8%,·
CC1(C)Cc2nc3sc4c(SCC(=O)NC(c5ccccc5)c5ccccc5)ncnc4c3cc2CO1,0.9%,?,2.1%,?,5.6%,16.0%,-8.4%,?,7.1%
O=C(CSc1ncn[nH]1)N1CCN(S(=O)(=O)c2ccccc2)CC1,3.0%,52.6%,-0.4%,-9.0%,-2.8%,-17.2%,9.0%,23.0%,0.0%[9.22 µM]
CCCc1cc(C(=O)OCC(=O)N(CCC)c2c(N)n(Cc3ccccc3)c(=O)[nH]c2=O)sc1C,-3.0%,-27.2%,-4.2%,-19.6%,-1.1%,19.6%,?,-2.1%,24.1%
N=C1SCC(=O)N1c1ncc(Cc2ccc(F)cc2)s1,0.1%,?,?,-0.9%,16.4µM*,10µM*,?,-22.1%,11.8%
Cc1nnc(N(Cc2ccccc2)C(=O)c2cnccn2)s1,4.8%,19.7%,-0.4%,5.5%,-1.5%,-2.5%,10.3%,9.5%,1.1%[9.22 µM]
COc1ccc(CCN(C)C(=O)c2cc(S(=O)(=O)N3CCCCCC3)ccc2OC)cc1OC,21.1%,-4.8%,-0.1%,-12.2%,-13.0%,-7.0%,90.3%[activator],0.0%,-16.1%
Nn1c(SCC(=O)N2CCCCC2)nnc1-c1ccncc1,11.3%,0.6%,9.4%,-4.9%,13.8%,10.9%,9.5%,0.0%,0.5%
CC1Cc2nc(SCC(=O)NCc3ccccc3)n(Cc3ccccc3)c(=O)c2S1 (stereo not drawn),-0.1%,-23.8%,0.6%,-17.2%,-2.6%,7.8%,?,-3.8%,-10.5%
O=C(NCc1ccccc1)C(c1ccc(-c2ccccc2)cc1)N1CCN(CCN2CCOCC2)CC1 (stereo not drawn),·,-10.5%,?,-4.5%,?,-3.9%,?,-22.4%,·
CCN(CC)CCNC(=O)CS(=O)Cc1nc(-c2ccc(C)cc2)oc1C (stereo not drawn),-14.4%,-17.5%,1.3%,16.1%,8.9%,-11.5%,-6.8%,-12.6%,-9.3%
c1cncc(Nc2nc(-c3cccnc3)cs2)c1,16.9%,-0.8%,7.1%,-3.3%,0.0%,-5.5%,12.0%,-0.4%,-8.2%
Cc1c(CCO)c(=O)[nH]n1S(=O)(=O)c1ccc([N+](=O)[O-])cc1,-0.5%,-7.3%,18.5%,19.3%,5.0%,-5.5%,14.2%,8.6%,-7.1%
Cc1ccc(CSCCNC(=O)C2CCN(S(=O)(=O)Cc3ccccc3)CC2)cc1,·,16.6%,·,-3.0%,·,5.7%,-3.1%,-3.7%,·
CCOC(=O)c1c(N)sc(C(=O)OCCOC)c1C,20.6%,-1.3%[7.66 µM],-3.9%,3.8%,-18.3%,-12.6%[9.22 µM],46.0%[activator][7.66 µM],-9.3%,-1.6%

In a second layout: entries from further up.
COc1ccc(NC(=O)Cn2c(=O)n(Cc3nc(-c4ccccc4)no3)c(=O)c3ccccc32)cc1Cl
  GLP1R ag = ·
  HEK293 tox = 0.7%
  HT1080NT lethal = ·
  KB-3-1 cytotox = -16.9%
  HT1080 IDH1KD tx = ·
  TDP43 rescue = 3.7%
  GLP1R inv ag = 10.3%
  KB-V1 cytotox = -51.5%
  SW480 rerep = ·
CCN1CCN(c2nc(-c3ccccc3Cl)nc3ccccc23)CC1
  GLP1R ag = 0.9%
  HEK293 tox = -2.2%
  HT1080NT lethal = -4.3%
  KB-3-1 cytotox = -1.0%
  HT1080 IDH1KD tx = 0.0%
  TDP43 rescue = 21.6%
  GLP1R inv ag = 1.9%
  KB-V1 cytotox = -27.8%
  SW480 rerep = -12.7%

Source: PubChem (National Center for Advancing Translational Sciences (NCATS))
